PTHR1 agonist: qHTS for PTHR1 Agonists: Primary Screen. Potency, µM (series often up to 115 µM), for inactives: at the highest dose activation, usual class: activators. HEK293 GP2 PTHR1 cells, GloSensor cAMP luminescence, 1 h. Parathyroid hormone/parathyroid hormone-related peptide receptor (Homo sapiens), Q03431. 410,000 tested, 0.075% active. AID 743266, 2014; further: potency means the concentration at half of the fitted maximal effect; nearly all actives have a fitted effect of over 55% in size; some results filed as inactive show a strong effect at the top dose; inactives centre near -15; many of its hits are not listed in these tables
Target sequence (Q03431 whole entry, looked up): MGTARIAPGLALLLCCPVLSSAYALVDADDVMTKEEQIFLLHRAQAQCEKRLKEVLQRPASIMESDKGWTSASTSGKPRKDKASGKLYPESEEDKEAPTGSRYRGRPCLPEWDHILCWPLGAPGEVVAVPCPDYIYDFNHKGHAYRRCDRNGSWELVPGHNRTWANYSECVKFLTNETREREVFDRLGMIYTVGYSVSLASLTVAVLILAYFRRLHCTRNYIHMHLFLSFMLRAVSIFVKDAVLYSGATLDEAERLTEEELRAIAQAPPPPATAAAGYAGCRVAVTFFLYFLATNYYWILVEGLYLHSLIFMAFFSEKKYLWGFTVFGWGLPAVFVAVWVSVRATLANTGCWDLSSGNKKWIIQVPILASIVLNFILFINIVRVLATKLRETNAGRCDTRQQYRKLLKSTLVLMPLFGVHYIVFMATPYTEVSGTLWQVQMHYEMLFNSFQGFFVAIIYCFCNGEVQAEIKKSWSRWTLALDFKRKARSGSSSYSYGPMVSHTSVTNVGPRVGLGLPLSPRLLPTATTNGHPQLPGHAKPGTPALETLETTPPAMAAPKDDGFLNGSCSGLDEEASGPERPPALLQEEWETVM
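HEK-293-derived GP2 cells expressing PTHR1 and a GloSensor cAMP reporter, 3,000/well, plated overnight, given luciferin plus IBMX (each 0.5 mM as added) for 1 h at 37 °C, then compound for 1 h at 37 °C. Luminescence was read after 15 min at room temperature.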
EPAC2 antagonist: qHTS for Antagonist of cAMP-regulated guanine nucleotide exchange factor 2 (EPAC2): primary screen; Potency, µM (doses to about 114 µM), for the others: at the top dose activity, negative = inhibition, actives largely listed as inhibitors; EPAC2 GEF exchange of Rap1B-BODIPY-GDP, fluorescence; 360,000 tested, 0.18% active; further: potency means the concentration at half of the fitted maximal effect; on the % scale 0 is the no-effect control and ±100 the full control effect; nearly all actives have a fitted effect of over 45% in size; many of its hits are not listed in these tables
Akt phos inh: HTS Assay for Inhibitors of Akt Phophorylation: Primary Screen. Neuro2A IGF-stimulated pAkt S473 HTRF, 20 min; active compounds read low. activity change, % for hits at 50 µM. 360,000 tested, 0.32% active. AID 651550, 2012; in the data active means activity change below about -80%; inconclusive means mostly about -51% to -80%; further: on the % scale 0 is the no-effect control and ±100 the full control effect
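Neuro2A cells (4,500/well, DMEM with 0.5% FBS) were treated with compound at a single 50 µM final concentration, stimulated with 6 nM IGF for 20 min at 37 °C, and lysed. Phospho-Akt Ser473 was read by HTRF as 665/615 ratio ×10^4.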
EPAC2 agonist: qHTS for Agonist of cAMP-regulated guanine nucleotide exchange factor 4 (EPAC2): primary screen. Rap guanine nucleotide exchange factor 4 (Homo sapiens), Q8WZA2. 360,000 tested, 0.079% active. EPAC2 activation, biochemical qHTS; response scale: 100% = 6.5 mM cAMP response. Potency, µM (highest dose often 154 µM), inactives show at the highest dose activation, hits mostly activators. AID 720711, 2013; further: potency means the concentration at half of the fitted maximal effect; nearly all actives have a fitted effect of over 50% in size
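Fluorescence exchange assay: 100 nM EPAC2 with 250 nM RAP1B-BODIPY-GDP and 50 uM GDP; compounds tested as a concentration-titration series (qHTS). Loss of Rap1-bound BODIPY-GDP fluorescence read at 480/540 nm; data normalized to 6.5 mM cAMP.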
CCT chaperon mod: High-Throughput Screening for Modulators of Cytosolic Chaperonin Activity | activity change, % (no concentration beside the values), hits read low | AID 651819, 2012 | purified chaperonin ATPase assay, HTRF ADP detection, 30 min | 360,000 tested, 0.3% active; in the data active means activity change below about -30%; further: on the % scale 0 is the no-effect control and ±100 the full control effect
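Enzyme 40 or 20 nM (batch-dependent) in Tris pH 7.4/KCl/MgCl2/DTT; cpd 76 uM single point; ATP 10 uM; 30 min 37 °C; Transcreener ADP HTRF detection, 30 min RT; ratio 665/615.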
Mm-Cpn inhibitor: Inhibitors of TCP-1 ring complex (TRiC) of Methanococcus maripaludis (MmCpn): qHTS; Potency, µM (series often up to 76.9 µM), inactives show top-dose activity, negative = inhibition, most hits filed as inhibitors; purified Mm-Cpn ATPase, ADP Transcreener TR-FRET; AID 504842, 2011; 330,000 tested, 0.031% active; further: potency means the concentration at half of the fitted maximal effect; on the % scale 0 is the no-effect control and ±100 the full control effect; nearly all actives have a fitted effect of over 80% in size
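ATPase turnover read by TR-FRET ADP competition (Eu cryptate antibody/ADP-d2, 665/590 nm): 10uM ATP final, 25nM Mm-CPN final, 30 min 37degC after 10-min compound preincubation, pH 7.4 Tris/KCl/MgCl2/DTT buffer.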
D3 antag: qHTS of D3 Dopamine Receptor Antagonist: qHTS; D(3) dopamine receptor (Homo sapiens), P35462; AID 652054, 2013; max response, negative = inhibition, %; D3R cells, DiscoveRx beta-arrestin luminescence, antagonist mode; active compounds read low; 360,000 tested, 2.5% active; in the data active means max response below about -50%; inconclusive means no clear call, values can overlap the other calls; further: on the % scale 0 is the no-effect control and ±100 the full control effect; mostly tested at two doses, the higher about 12 µM
Target sequence (P35462 whole entry, looked up): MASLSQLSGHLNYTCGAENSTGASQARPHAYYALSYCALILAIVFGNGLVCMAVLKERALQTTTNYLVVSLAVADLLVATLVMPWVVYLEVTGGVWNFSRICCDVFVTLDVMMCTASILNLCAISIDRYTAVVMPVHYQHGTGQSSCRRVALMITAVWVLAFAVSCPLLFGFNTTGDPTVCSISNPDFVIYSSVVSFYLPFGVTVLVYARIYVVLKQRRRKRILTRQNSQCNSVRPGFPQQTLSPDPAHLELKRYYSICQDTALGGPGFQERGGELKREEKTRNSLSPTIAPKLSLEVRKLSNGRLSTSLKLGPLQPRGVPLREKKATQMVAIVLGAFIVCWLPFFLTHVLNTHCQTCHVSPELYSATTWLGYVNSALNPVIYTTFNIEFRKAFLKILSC
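Cells plated overnight at 1500 cells/well, then exposed to library compounds with dopamine controls for 90 minutes at 37 degrees C. DiscoveRx reagent added for 30–60 minutes at room temperature; luminescence read, quantitative HTS format.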
D3 ag: qHTS of D3 Dopamine Receptor Agonist: qHTS; D(3) dopamine receptor (Homo sapiens), P35462; D3R DiscoveRx beta-arrestin cells, luminescence, 90 min; max activation, %; 410,000 tested, 0.58% active; AID 652048, 2013; in the data active means max activation above about 30%; further: 0% is about no effect; mostly tested at two doses, the higher about 12 µM
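Agonist mode: compounds and dopamine controls were applied to plated cells for 90 min at 37 degrees C after an overnight attachment at 1500 cells/well. Luminescent read-out followed 30 - 60 minutes at room temperature with DiscoveRx detection reagent.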
Starred values were filed as active, the others as inactive; i = inactive; ? = inconclusive; · = no result given; & = joins results of further samples; [ ] = dose if it differs, or a comment. Unless noted, the call rests on the fitted dose curve; in most records, active means well fitted curve in the direction sought with a large enough effect; inconclusive means small, poorly fitted or top-dose-only effect, or another doubt; inactive means no such curve, though single readings can be large; an effect the other way counts as inactive or inconclusive. The list is partial, so the mix of outcomes need not match the whole.

SMILES	PTHR1 agonist	EPAC2 antagonist	Akt phos inh	EPAC2 agonist	CCT chaperon mod	Mm-Cpn inhibitor	D3 antag	D3 ag
Cc1ccc2c(c1)Cc1nc3ccccc3nc1-2	-28%	4%	i	1%	-0.2	-1%	20	12
O=C(O)CC1=C(Nc2ccccc2)C(=O)N(c2ccccc2)C1c1ccc(Cl)cc1 (stereo not given)	-13%	-21%	i	-8%	-1.7	-1%	12	-6
COc1ccc(NC(=O)C2CCCN2C(=O)NCc2ccccc2)cc1 (stereo not given)	i	1%	i	?	-4.0	-1%	-21	8
CC(CCc1ccccc1)NC(=O)C(=O)Nc1ccccc1 (stereo not given)	i	-1%	i	1%	2.2	1%	3	-1
O=C(O)c1cccc(N/N=C/c2cn(-c3ccccc3)nc2-c2cccs2)c1	-20%	-12%	i	-12%	1.6	0%	12	2
N#Cc1c(C(F)(F)F)cc(C2CC2)[nH]c1=O	i	5%	i	0%	-1.7	-2%	0	-9
COc1ccc(C/C(N)=N/n2cnnc2)cc1Cl	i	-1%	i	1%	-4.6	1%	17	-4
Cc1cccc(-n2nc3c(c2NC(=O)C(C)C)CS(=O)(=O)C3)c1C	15%	-2%	i	5%	-3.0	0%	5	4
O=C(NCCc1c[nH]c2ccccc12)N[C@@H](Cc1ccccc1)C(=O)O	i	16%	i	3%	-1.5	2%	1	-3
O=C(NCCc1c[nH]c2ccccc12)c1cccc(S(=O)(=O)Nc2ccccc2Cl)c1	-20%	-16%	i	5%	-1.7	2%	-17	-6
O=C(NCc1ccncc1)c1ccc2nc([C@@H]3O[C@H](CO)[C@H](O)[C@H](O)[C@H]3O)[nH]c2c1	i	-5%	i	4%	-0.2	·	?	-3
COC(=O)c1c(NC(=O)COc2ccc(Cl)cc2)sc2c1CC(C)(C)NC2(C)C	-4%	-8%	i	-3%	-2.4	0%	7	0
Cc1cc(N2CCN(C)CC2)nc2ccc(NC(=O)CCC3CCCC3)cc12	-12%	-5%	i	7%	-5.1	0%	?	-40
CC(=O)Nc1ccc(SCC(=O)c2c(N)n(Cc3ccccc3)c(=O)n(C)c2=O)cc1	-17%	-1%	i	-9%	-1.5	-1%	22	12
O=C(NCCCN1CCC(Cc2ccccc2)CC1)C1CCN(S(=O)(=O)N2CCOCC2)CC1	i	10%	i	2%	-1.1	-1%	-29	-11
Cc1cc(C)nc(NC(=O)c2cccc(Cl)c2)n1	i	6%	i	-3%	-5.4	2%	?	2
O=C(NCCNC(=O)c1ccccn1)c1ccc(Cl)cc1	?	20%	i	5%	1.1	0%	-10	-16
C=CCNC(=O)c1ccc(N(Cc2ccccc2)S(C)(=O)=O)cc1	i	-3%	i	6%	-0.1	-4%	1	-7
O=C(NCc1cccnc1)C1CC(=O)N(c2ccc(Cl)cc2)C1 (stereo not given)	-1%[57.5 µM]	17%	i	5%	1.3	1%	10	3
CCC1C(=O)Nc2nc(-c3ccccc3)c(-c3ccccc3)n2N=C1C (stereo not given)	i	11%	i	0%	2.0	1%	20	5
CCc1ccc(C(=O)Cc2cc3cccc(OC)c3oc2=O)cc1	-35%[inhibitor]	-8%	i	4%	-0.6	-1%	12	1
Cc1nnc(C)c2c(C)n(C(C)c3ccccc3)c(C)c12 (stereo not given)	-17%[57.5 µM]	2%	i	13%	-0.7	2%	?	-6
COC(=O)C(=Nc1ccccc1)/C(C(=O)C(=O)N(C)c1ccccc1)=C(\O)c1ccc(Cl)cc1	-28%	-9%	i	10%	0.7	-11%	0	-3
CC1=C(n2ccnc2)CCC1=O	-21%	-3%	i	4%	-0.5	·	-1	19
O=C(N[C@@H](Cc1ccccc1)C(=O)OCc1ccccc1)c1nc[nH]c1C(=O)N1CCc2ccccc2C1	-15%	-3%	i	9%	-0.8	-3%	-19	0
O=C(Cc1cccs1)N/N=C/C=C\c1ccco1	-2%	9%	i	3%	1.2	2%	1	-4
O=C(COc1ccc2c3c(c(=O)oc2c1)CCC3)NCCCN1CCOCC1	-1%	8%	i	-1%	-1.8	0%	-15	2
CC(Oc1ccc(Cl)cc1Cl)C(=O)NC(=S)N1CCc2ccccc21 (stereo not given)	-1%	-13%	i	13%	1.7	-4%	3	3
CC(Oc1cccc(Br)c1)C(=O)N1CCCN(C)CC1 (stereo not given)	i	17%	i	2%	0.2	-29%	-6	1
COC(=O)c1cccc(C(=O)Nc2ccc(C)cc2)n1	-26%	-1%	i	1%	0.1	-6%	24	6
CCOC(=O)N1CCN(C(=O)C[C@@H]2C[C@@]3(C(=O)OC)CCCCC=C3N(Cc3cccc4ccccc34)C2=O)CC1	-19%	-6%	i	17%	-0.4	·	34	2
Cc1ccc(Nc2cc(C)nc3ccc(C)cc23)cc1	4%	3%	i	1%	0.0	1%	-6	-7
O=C(N/N=C/c1sc(=O)n(Cc2ccc(Br)cc2)c1Cl)c1ccco1	-10%	-1%	i	0%	-0.3	0%	-25	-2
CC(C)OCCCn1c(=S)[nH]c2ccc(N3CCOCC3)cc2c1=O	-40%[inhibitor][57.5 µM]	6%	i	-11%	-0.1	-18%	5	27
CCCCCC(=O)Nc1ccc(S(=O)(=O)Nc2cc(OC)nc(OC)n2)cc1	-3%	8%	i	-2%	-0.8	1%	21	7
CC1=C(C(=O)Nc2ccccc2)C(c2ccco2)C(C#N)=C(SCC(=O)OC(C)C)N1 (stereo not given)	i	-1%	i	-10%	-2.9	-17%	32	58*

3 of these compounds, reformatted:
canonical_smiles | PTHR1 agonist | EPAC2 antagonist | Akt phos inh | EPAC2 agonist | CCT chaperon mod | Mm-Cpn inhibitor | D3 antag | D3 ag
O=C(COc1ccc2c3c(c(=O)oc2c1)CCC3)NCCCN1CCOCC1 | -1% | 8% | i | -1% | -1.8 | 0% | -15 | 2
CCOC(=O)N1CCN(C(=O)C[C@@H]2C[C@@]3(C(=O)OC)CCCCC=C3N(Cc3cccc4ccccc34)C2=O)CC1 | -19% | -6% | i | 17% | -0.4 | · | 34 | 2
CC(C)OCCCn1c(=S)[nH]c2ccc(N3CCOCC3)cc2c1=O | -40%[inhibitor][57.5 µM] | 6% | i | -11% | -0.1 | -18% | 5 | 27

Further entries:
SMILES	PTHR1 agonist	EPAC2 antagonist	Akt phos inh	EPAC2 agonist	CCT chaperon mod	Mm-Cpn inhibitor	D3 antag	D3 ag
CCN(CC)C(=O)C(=O)N/N=C/c1ccc(Cl)cc1Cl	-47%[inhibitor]	15%	i	2%	3.2	0%	0	-2
Nc1nn(S(=O)(=O)c2cccc3nsnc23)cc1-c1ccc(Br)cc1	-7%	-7%	i	13%	-2.8	-2%	16	-9
O=C(CC(=O)NN=C1CCCC1)NCCc1ccccc1	-5%[57.5 µM]	0%	i	-1%	-2.8	-2%	14	-4
COCCn1c(-c2ccc(OC)cc2)c(-c2ccc(OC)cc2)oc1=O	-1%	35µM*	i	2%	0.2	-3%	19	-2
Nc1ccc(Nc2nc3ccccc3[nH]2)cc1	-8%	-1%	i	2%	-0.4	-4%	-5	0
O=C(N/C(=C/c1ccc(Cl)cc1)C(=O)N1CCCC1)c1ccccc1	-3%	-2%	i	-1%	-1.6	-1%	9	0
O=C(c1ccc(Br)s1)N1CCN(Cc2ccc3c(c2)OCO3)CC1	-26%	-4%	i	15%	-3.3	2%	-95*	-57
CCOc1ccc(/C=N/NC(=S)NC2CC3CCC2C3)cc1 (stereo not given)	-20%	-8%	i	3%	-14	-12%	?	-7
O=C(NCCCCc1ccccc1)C1CCCC1	i	7%	i	7%	-1.6	-1%	-21	-6
CSc1cccc(NC(=S)N(CCN(C)C)C(C)c2ccncc2)c1 (stereo not given)	i	-18%	i	-1%	-1.5	2%	1	-16
Cc1ccc(C)c(N/N=C2\CCCNC2=O)c1	i	-3%	i	2%	2.0	2%	18	1
COc1ccc(N(C)S(=O)(=O)c2cccc(C(=O)Nc3cc(OC)ccc3OC)c2)cc1	-16%	2%	i	1%	-2.0	1%	29	4
CCc1ccccc1NC(=O)NNC(=O)c1ccc2ccccc2c1O	i	4%	i	3%	-1.4	-1%	-8	-8
CCC(CC)NC(=O)c1ccc(Cl)cc1	-3%	15%	i	5%	-3.8	0%	7	-1
Cc1[nH]n(-c2ccccc2)c(=O)c1N=Nc1ccccc1	-28%	-1%	i	5%	-1.4	-4%	6	1
CCOC(=O)C1=CCC2C(=O)N(C3CCCCC3)C(=O)C12 (stereo not given)	i	3%	i	4%	-3.5	·	-22	-1
CC1=NN(c2ccccc2)C(=O)C1c1ccccc1 (stereo not given)	-4%	-16%	i	-27%	0.1	-5%	0	0
O=C(Oc1ccc2ccccc2c1Cl)N1CCCC1	-16%[57.5 µM]	-8%	i	7%	-1.0	2%	1	2
COCCn1nnnc1C(c1cccc(OC)c1OC)N1CCN(C2CCCCC2)CC1 (stereo not given)	i	-2%	i	7%	-0.1	0%	-9	-6
CN1CC(=O)N=C1N	-17%	-2%&5%	i	9%&3%	1.2&0.4	0%&1%	-3&-15	-16&0
O=C(Cc1ccc(F)cc1)NCC1CCCO1 (stereo not given)	?	5%	i	15%	-1.5	1%	-21	2
COc1cc(NC(=O)Nc2nc(C(N)Cc3ccc(C(F)(F)F)cc3)cs2)cc(OC)c1OC (stereo not given)	5%	2%	i	3%	-0.7	·	8	2
CCOC(=O)N1CCN(C(=O)c2ccccc2NS(=O)(=O)c2ccc(C)cc2)CC1	i	7%	i	2%	-25	3%	17	6
COc1ccccc1C(=O)NCCCNc1ccc([N+](=O)[O-])cc1	i	4%	i	2%	-3.3	0%	0	4
Cn1cccc1C1CCCN1CC(=O)Nc1ccc(F)c(F)c1F (stereo not given)	28%	-3%	i	3%	-0.8	-3%	?	-14

Screening results (PubChem BioAssay)
